# Compound activity deposited in PubChem by NCI.
# All columns: NCI-60 one-dose screen, growth in % after 48 h at 10 µM unless noted; 100 = growth as untreated, 0 = no growth, -100 = all killed.
# MALME-3M: MALME-3M melanoma; AID 1794766; hit rate 5.8% among 78,000
# LOX IMVI: LOX IMVI melanoma; hit rate 7.4% among 79,000
# SK-MEL-5: SK-MEL-5 melanoma; hit rate 6.4% among 80,000
# UACC-62: UACC-62 melanoma. hit rate 5.4% among 81,000. AID 1794756
# UACC-257: UACC-257 melanoma | hit rate 4.4% among 78,000 | AID 1794764
# MDA-MB-435: MDA-MB-435 melanoma. hit rate 7.8% among 82,000
# SK-MEL-28: SK-MEL-28 melanoma; hit rate 4.1% among 81,000; AID 1794761
# SK-MEL-2: SK-MEL-2 melanoma; hit rate 4.7% among 77,000; AID 1794763
# Starred values were filed as active, the others as inactive; . = no result given; & = joins results of further samples; [ ] = dose if it differs, or a comment. How the source made its calls: active means growth percent below 10; inactive means the rest.
SMILES,MALME-3M,LOX IMVI,SK-MEL-5,UACC-62,UACC-257,MDA-MB-435,SK-MEL-28,SK-MEL-2
CCCCCCCC/C=C\CCCCCCCCOc1ccc(CC(=O)NCC[N+]2(C)CCCC2)cc1,66.0,72.8,79.5,50.3,77.3,77.2,95.9,103.5
OCCNc1nc(NCCO)nc(Nc2ccc(C3=NN(c4cc(Cl)cc(Cl)c4)C(c4ccc(C(F)(F)F)cc4)C3)cc2)n1 (configuration not stated),29.4,-48.5*,52.7,47.1,59.4,42.1,44.8,45.9
Cc1ncc(C)c2c([N+](=O)[O-])cccc12,102.6,99.3,106.2,110.0,111.0,109.8,115.2,109.5
Cn1c(=O)c2[nH]c(COc3ccc(C(C)(C)C)cc3)nc2n(C)c1=O,20.9,74.5,20.7,49.9,75.1,55.5,75.5,68.1
COC1OC(CI)C(OC(=O)c2ccccc2)C(OC(=O)c2ccccc2)C1OC(=O)c1ccccc1 (configuration not stated),92.8,94.5,102.5,87.9,93.9,92.3,97.4,95.5
COc1cc(OC)c2c(c1)c1nc3cc(C)c(C)cc3nc1n2CCN(C)C,80.9,.,94.4,94.3,94.9,91.7,104.0,103.4
O=[N+]([O-])c1cc(C2CCCCC2)c(O)c([N+](=O)[O-])c1,88.9,104.7,71.1,81.6,82.2,111.3,88.6,87.1
COc1ccc(C2C(C#N)=C(/N=C/c3ccccc3)Oc3c2ccc2ccccc32)cc1 (configuration not stated),98.7,84.7,96.1,82.3,102.8,41.7,105.3,94.7
COC(=O)COc1ccc(/C=N/NC(=O)Cn2c(C(C)C)nc3ccccc32)cc1OC,103.1,96.7,106.8,96.4,100.9,105.8,111.5,117.8
O=C(O)C1(Nc2ccccc2Cl)CCCC1,100.7,96.2&100.9,101.7&102.4,108.9&95.8,98.4&112.1,98.5&115.5,111.8&107.5,96.2
O=C1CC2(C(=O)N1CN1CCOCC1)c1ccccc1-c1ccccc12,116.6,91.8,100.8,87.5,104.9,15.8,109.0,87.4
COc1ccccc1NCc1ccc(CO)n1Cc1ccccc1,93.2,85.4,98.7,77.2,107.9,108.0,104.1,98.1
CC(C)(C)c1ccc(O)c(Cc2cc(C(C)(C)C)ccc2O)c1,103.7,99.1,99.0,87.8,86.6,107.1,104.1,80.0
COC1=CC(c2ccc[nH]2)=N/C1=C\c1[nH]c(C)c(C(=O)CCCCC(=O)OCC2OC(O)C(O)C(O)C2O)c1C (configuration not stated),92.8,97.9,103.7,105.4,97.1,108.1,119.2,.
CCN1CC(C)(C)N(C(=O)c2ccccc2)CC1(C)C,104.9,102.0,105.4,96.5,100.5,88.2,111.5,121.2
CCNC(=O)[C@H](O)[C@H](Cc1ccccc1)N(Cc1ccccc1)Cc1ccccc1,101.9,90.9,89.0,65.6,99.3,106.8,102.1,94.9
N#CNc1nc(O)cc(=O)[nH]1,116.9,107.2,104.8,102.8,116.4,109.2,123.0,107.2
O=C(O)c1ccc(F)cc1C(=O)O,96.6,91.0,111.4,107.4,92.6,104.5,109.7,115.0
O=c1nc2c(-c3ccccc3)n[nH]n2c2c1sc1ncccc12,.,100.3,109.6,92.7,105.3,108.2,109.1,99.3
NC1=NN(O)C2=CC([N+](=O)[O-])C=CC2=N1 (configuration not stated),136.9,83.7,108.5,121.6,94.8,109.1,117.5,.
CC(=O)Nc1cccc(OCCOc2cccc([N+](=O)[O-])c2)c1,88.0,82.4,100.3,92.3,100.0,103.7,110.7,103.0
CCC(=O)OC1=CN2C(=NC(c3ccc(N)cc3)=CC2c2ccc(OC)cc2)S1 (configuration not stated),99.6,98.9,100.1,112.7,98.7,98.4,100.3,101.9
COc1c(C(NC(=O)c2ccccc2)c2sccc2C)cc(Cl)c2cccnc12 (configuration not stated),108.2,98.1,98.4,93.0,.,108.1,114.4,108.1
CC(C)N1CN2C(=S)NC3C2N(C1)C(=S)N3C (configuration not stated),104.8,98.9,97.9,96.6,95.0,104.0,113.7,93.4

# The final 3 compounds of the part above are carried over, then new ones follow.
SMILES,MALME-3M,LOX IMVI,SK-MEL-5,UACC-62,UACC-257,MDA-MB-435,SK-MEL-28,SK-MEL-2
CCC(=O)OC1=CN2C(=NC(c3ccc(N)cc3)=CC2c2ccc(OC)cc2)S1 (configuration not stated),99.6,98.9,100.1,112.7,98.7,98.4,100.3,101.9
COc1c(C(NC(=O)c2ccccc2)c2sccc2C)cc(Cl)c2cccnc12 (configuration not stated),108.2,98.1,98.4,93.0,.,108.1,114.4,108.1
CC(C)N1CN2C(=S)NC3C2N(C1)C(=S)N3C (configuration not stated),104.8,98.9,97.9,96.6,95.0,104.0,113.7,93.4
COc1ccc2[nH]cc(-c3nc(-c4cn(C)c5ncccc45)cs3)c2c1,.,.,88.7,89.7,87.6,88.4,91.4,101.3
C=S(=C)(N)c1ccc(Nc2c(C#N)c(OCC)[nH]c(=S)c2C#N)cc1,110.1,96.5,100.1,100.0,104.6,101.8,112.5,108.7
O=C(O)CCCCC(=O)c1ccccc1,101.6,96.6,113.5,99.0,85.6,98.3,98.1,102.4
O=c1[nH]cnc2nn(C3OC(CO)C(O)C3O)nc12 (configuration not stated),103.8&89.9,100.1&97.6,102.9&102.5,104.3&108.4,104.3,103.4&104.0,113.0&113.5,107.6&105.2
COc1ccc(CN2CC3CC3(COc3ccc(C)c(F)c3)C2)cc1F (configuration not stated),108.8,54.1,99.8,95.3,103.4,102.0,102.8,113.3
Brc1cc(-c2ccccc2)nc2ccccc12,92.3,89.1,99.4,101.7,93.1,98.0,99.1,92.4
O=S(=O)(O)c1cnccn1,107.8,98.0,104.5,99.4,.,104.7,107.5,102.0
CN1CCN(Cc2ccc(NC(=O)c3cncc(C#Cc4cnccc4C(F)(F)F)c3)cc2C(F)(F)F)CC1,15.3,20.9,75.1,89.9,80.4,54.7,56.6,73.4
CC1/C=C/C=C/C=C/C=C/C=C/C=C/C=C/C(O[C@@H]2O[C@H](C)[C@H](O)[C@@H](O)[C@@H]2N)CC(O)C(C(=O)O)C(O)CC(=O)CC(O)CC(O)CC(O)CC(=O)CCCC(=O)CC(=O)OC1C(C)CC(C)C(O)CC(=O)c1ccc(N)cc1 (some centres not stated),-92.5*,-96.9*,-99.0*,-98.7*,-99.7*,-93.0*,-94.3*,.
O=C1Cc2cc(CCN3CCNCC3)c(Cl)cc2N1,80.4,78.7,34.6,55.2,52.0,18.0,57.8,46.1
Cc1ccc(NC(=O)NNC(=O)c2ccc(NC(=O)c3ccccn3)cc2)cc1,57.2,97.0,99.1,96.1,98.2,99.9,99.2,106.6
O=c1c2ccccc2nnn1-c1ccccc1[N+](=O)[O-],91.7,90.5,98.0,96.4,107.6,.,106.0,107.0

# Pulled by compound from the entries so far:
SMILES,MALME-3M,LOX IMVI,SK-MEL-5,UACC-62,UACC-257,MDA-MB-435,SK-MEL-28,SK-MEL-2
COc1ccc2[nH]cc(-c3nc(-c4cn(C)c5ncccc45)cs3)c2c1,.,.,88.7,89.7,87.6,88.4,91.4,101.3
O=c1[nH]cnc2nn(C3OC(CO)C(O)C3O)nc12 (configuration not stated),103.8&89.9,100.1&97.6,102.9&102.5,104.3&108.4,104.3,103.4&104.0,113.0&113.5,107.6&105.2
CC1/C=C/C=C/C=C/C=C/C=C/C=C/C=C/C(O[C@@H]2O[C@H](C)[C@H](O)[C@@H](O)[C@@H]2N)CC(O)C(C(=O)O)C(O)CC(=O)CC(O)CC(O)CC(O)CC(=O)CCCC(=O)CC(=O)OC1C(C)CC(C)C(O)CC(=O)c1ccc(N)cc1 (some centres not stated),-92.5*,-96.9*,-99.0*,-98.7*,-99.7*,-93.0*,-94.3*,.

# (listing goes on)
SMILES,MALME-3M,LOX IMVI,SK-MEL-5,UACC-62,UACC-257,MDA-MB-435,SK-MEL-28,SK-MEL-2
COC(=O)[C@H]1[C@@H](O)CON(c2ccccc2)[C@H]1c1ccccc1,106.8,101.3,102.7,93.3,99.8,104.7,99.7,117.2
Cn1c(=O)c2[nH]c(SCCN3CCCCC3)nc2n(C)c1=S,.,89.7,121.1,108.3,109.2,97.2,128.9,99.1
COc1ccc2c(c1)CCC1=C2CCC2(C)C(=O)CC=C12 (configuration not stated),103.3,92.2,88.0,75.2,101.6,81.4,119.6,100.5
CCCc1cc(=O)n2c(C(=O)Nc3ccccc3OC)c(C(=O)Nc3ccc(F)cc3)sc2n1,64.1[30 µM],44.5[30 µM],45.4[30 µM],66.6[30 µM],76.3[30 µM],65.8[30 µM],68.5[30 µM],91.6[30 µM]
CCN(CC)CCOC(=O)N1c2ccccc2Sc2ccccc21,91.4,96.7,94.2,91.0,102.1,98.7,100.7,97.9
O=C1NC(=S)NC(=O)C1=Cc1ccc(OCC(=O)N2CCCCC2)cc1,95.4,96.9,97.8,104.2,99.6,105.6,110.4,104.0
CC(C)(C)[N+](Cc1ccccc1)(Cc1ccccc1)Cc1ccccc1,95.3,92.5,104.7,102.6,104.6,97.7,108.2,100.6
C=C1C(=O)O[C@H]2[C@H]1CC/C(COC(=O)c1cccnc1)=C\CC[C@@]1(C)O[C@@H]21,66.9,75.0,88.9,69.5,57.8,49.7,89.0,88.3
O=c1c2ccccc2nc(N/N=C/c2ccc(Oc3ccc(Cl)cc3)cc2)n1-c1ccc(Cl)cc1,115.0,123.6,101.1,102.3,118.0,104.2,105.4,106.3
Cc1nc(-c2ccccc2)cc2c(O)c(C(=O)NCc3ccccc3)[nH]c(=O)c12,96.7,106.2,100.2,86.7,110.5,107.7,115.9,117.4
Cc1c(C(N)=O)sc2nc(-n3nc(-c4ccc(Cl)cc4)cc3N)n(Cc3ccccc3)c(=O)c12,116.8,91.0,99.8,92.1,101.6,107.6,110.8,120.9
CC(C)C(C(=O)O)n1c(O)c(/C=C2/C=c3cc4c(cc3=NC2=O)OCO4)sc1=S (configuration not stated),98.4,94.0,103.2,89.2,107.0,106.8,109.7,104.2
O=C(CCCC(=O)N/N=C/C=C/c1ccccc1)N/N=C/C=C\c1ccccc1,69.1,83.2,95.0,110.6,86.1,109.3,109.2,82.9
C/C(=N/N=C(N)N)c1cccc(O)c1,103.5,91.1,96.4,108.3,101.6,100.6,100.2,104.1
C[C@@H]1CC[C@]2(C)[C@H](CC[C@@H]3O[C@@]32C)[C@@]1(C=O)CCc1ccoc1,102.5,100.0,97.2,89.8,104.1,102.6,107.5,116.8
CC(O)CC(=O)NN (configuration not stated),.,102.4,97.5,.,96.4,102.8,110.4,109.7
O=c1c(/C=c2\sc3nc4ccccc4n3c2=O)coc2ccccc12,95.2,100.4,96.8,94.5,92.6,95.2,101.2,120.8
CC(=O)OC[C@@]1(C)C2CC[C@]3(C)C(CC=C4C5CC(C)(C)CC[C@]5(C(=O)Nc5ccccc5)CC[C@]43C)[C@@]2(C)C[C@@H](OC(C)=O)[C@@H]1OC(C)=O (some centres not stated),54.3,3.2*,2.7*,31.0,18.5,45.7,59.2,35.4
COc1ccc(-c2nc(-c3ccc(OC)cc3)c3ccccc3n2)cc1,86.2,89.6,85.3,89.0,102.1,95.8,104.3,104.1
O=C1NCCN1c1ccccc1,.,93.2,115.3,105.9,99.7,100.8,124.3,113.6
COc1ccc(N=Nc2ccc(O)cc2)cc1,99.8,63.7,80.8,85.6,101.2,93.1,107.2,116.2
O=C1/C(=C/c2cccs2)SC(=S)N1CC(=S)C1C=CS(=O)(=O)C1 (configuration not stated),91.5,71.3,92.7,88.0,87.3,114.6,90.5,94.1
O=C(O)CCC(=O)NCC1CCCC(CNC(=O)CCC(=O)O)C1 (configuration not stated),114.3,103.8,102.7,105.7,91.4,93.3,105.6,.
O=C(c1ccc(O)cc1)[C@@H]1CN[C@]2(C(=O)Nc3ccccc32)[C@H]1c1ccc(F)cc1,93.0,108.6,103.3,87.8,108.0,107.3,109.1,110.0
CCCC[C@@H](CC)COC(=O)C(C#N)=C(c1ccccc1)c1ccccc1,70.3,89.8,67.4,55.5,104.9,70.5,93.4,.
CC1=C(C(=O)/C=C/c2ccccc2O)C(c2ccccc2)NC(=S)N1 (configuration not stated),109.3,94.0,.,88.6,103.5,100.7,109.0,110.5
O=C1OC(/C=C/c2ccccc2)=NC/1=C/c1ccccc1[N+](=O)[O-],96.9,89.1,99.8,110.2,.,108.1,97.3,94.7
CC(C)(C)c1cc(Cc2cc(C(C)(C)C)c(O)c(C(C)(C)C)c2)cc(C(C)(C)C)c1O,100.1,.,105.6,127.0,91.5,97.9,89.7,95.6
COc1ccc(-c2ccc(OC)c(OC)c2OC)c(OC)c1OC,134.4,101.7,106.5,93.7,103.0,96.9,106.0,103.0
NC(CSCCc1ccncc1)C(=O)O (configuration not stated),117.9,101.8,103.0,99.5,98.0,100.4,98.4,.
COc1cc(/C=N/Nc2ccccc2Br)cc(OC)c1OC,99.4,62.0,96.6,82.0,104.3,81.0,104.9,89.7
C=CCc1cc(CN2CC(C)OC(C)C2)c(O)c(OC)c1 (configuration not stated),106.9&121.9,105.7&116.4,101.2&112.7,101.3,93.5&108.4,102.8&112.2,114.5&113.7,106.8&107.6
CN(C)c1nc(N(C)C)nc(N(C)C)n1,95.6,98.3,90.1,110.0,99.9,102.2,104.6,93.9
COc1cc(OC)c(C(=O)/C=C/c2ccc3c(Cl)cc(Cl)c(O)c3n2)c(OC)c1,67.6,52.9,70.3,33.6,61.3,32.0,63.1,30.5
NS(=O)(=O)c1ccc(NCCC(=NCCO)c2ccccc2)cc1,96.8,93.6,99.0,93.8,105.3,102.1,106.1,107.3
